MPTP inh = inhibitors of mitochondrial permeability transition pore | isolated mouse mitochondria, Ca2+ swelling absorbance, 30 min | inhibition, % at 10 µM | hit rate 1.4% among 360,000;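 active = inhibition of 50% or more, scaled per plate between neutral and stimulator controls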;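 also: 0% = DMSO wells given calcium and 100% = 1 mM EGTA wells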
hIAP act = human IAP activation | purified human IAP, CDP-Star luminescence, 30 min; hits give high values; 1 = vehicle-only enzyme, 0 = enzyme-free background | activation factor at 10 µM | hit rate 0.16% among 330,000;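 active = activation factor of the enzyme at least 2-fold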; also: the source names both 10 and 20 µM as test concentration; values of inactives mirror those of a sister screen read the other way
SENP8 block = inhibitors of human SENP8 protease; AID 602440; recombinant SENP8, Nedd8 substrate fluorescence; Q96LD8; inhibition, % at 20 µM; hit rate 0.64% among 360,000; in the data active = inhibition mostly above about 40%, no sharp cut-off; inactive = mostly below about 27%
Target sequence (Q96LD8 whole entry, looked up): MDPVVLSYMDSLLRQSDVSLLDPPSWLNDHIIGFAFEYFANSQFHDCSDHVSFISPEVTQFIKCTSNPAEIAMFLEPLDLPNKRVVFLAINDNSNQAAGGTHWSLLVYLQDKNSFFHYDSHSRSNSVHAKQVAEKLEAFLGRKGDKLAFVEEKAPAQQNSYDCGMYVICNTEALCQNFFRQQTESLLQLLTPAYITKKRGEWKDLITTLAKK
SENP1 FRET inh = inhibitors of human SENP1 SUMO protease catalytic domain. Q9P0U3. recombinant SENP1 catalytic domain, CyPet-SUMO1-YPet FRET cleavage. inhibition, % at 10 µM. hit rate 0.21% among 360,000. AID 624204;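 active = inhibition at least 30% at 10 µM, raw YFP signal under a set limit, fluorescence ratio 0.5 to 1.5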;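 also: 0% = enzyme with DMSO and 100% = no enzyme wells; some results filed as inactive read as strong as hits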
Target sequence (Q9P0U3 419-644 limits assumed): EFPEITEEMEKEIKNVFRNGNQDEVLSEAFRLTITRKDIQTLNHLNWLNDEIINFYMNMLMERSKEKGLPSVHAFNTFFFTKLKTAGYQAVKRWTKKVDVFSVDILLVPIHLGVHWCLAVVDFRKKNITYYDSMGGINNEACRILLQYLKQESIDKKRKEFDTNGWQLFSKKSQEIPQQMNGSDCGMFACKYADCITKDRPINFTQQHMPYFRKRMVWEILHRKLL
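system = hSENP1 catalytic domain, recombinant | reagent = SFCypet-SUMO1-SFYpet substrate at 25 nM | doses = one dose per compound, 10 µM, 0.5% DMSO | incubation = enzyme reaction for 50 min at room temperature, dark | measured by = FRET, CFP and YFP emission | controls = no-enzyme low, enzyme-DMSO high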
SENP6 inh = blocks the human protease SENP6; Recombinant SENP6 catalytic domain, aminoluciferin luminescence; hit rate 1.8% among 330,000; inhibition, % at 10 µM; AID 2599; Q9GZR1;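 active = inhibition above about 50% at the single tested dose, limit read from the data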;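 also: plate controls were DMSO wells with enzyme for no effect and DMSO wells lacking enzyme for full effect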
Target sequence (Q9GZR1 628-1112 limits assumed): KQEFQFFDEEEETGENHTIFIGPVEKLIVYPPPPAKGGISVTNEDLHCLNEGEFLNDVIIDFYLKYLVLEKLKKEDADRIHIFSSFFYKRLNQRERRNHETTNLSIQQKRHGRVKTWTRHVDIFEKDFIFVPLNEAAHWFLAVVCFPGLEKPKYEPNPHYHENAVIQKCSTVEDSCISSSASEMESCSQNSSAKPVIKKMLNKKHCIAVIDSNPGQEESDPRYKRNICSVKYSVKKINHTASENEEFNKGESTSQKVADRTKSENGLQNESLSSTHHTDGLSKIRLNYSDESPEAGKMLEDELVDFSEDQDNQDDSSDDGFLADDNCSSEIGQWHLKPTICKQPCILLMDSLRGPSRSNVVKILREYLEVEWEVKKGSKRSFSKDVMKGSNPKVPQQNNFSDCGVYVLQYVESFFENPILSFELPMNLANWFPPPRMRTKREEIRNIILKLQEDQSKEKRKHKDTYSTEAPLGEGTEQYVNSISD
ATG4B inhibitor = blocks human ATG4B protease cleavage of LC3 substrate. Q9Y4P1. ATG4B cleavage of LC3-PLA2, NBD-HPC fluorescence, 1 h. inhibition, % at 8.33 µM. hit rate 0.51% among 340,000; in the data active = inhibition above about 40%
NR3A LBD binder = modulates the human NR3A ligand-binding domain. NR3A LBD differential scanning fluorimetry, Tm shift; 0% = protein alone, 100% = glycine-bound protein. Tm shift relative to glycine control, % at 25 µM. hit rate 2.5% among 340,000. AID 1259313;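 active = melting temperature shift of at least 10% of the positive control shift, at one fixed dose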
PfG6PD inh = PfG6PD (Plasmodium falciparum) enzyme inhibition; inhibition, % at 20 µM; AID 504690; PfGluPho enzyme, NADPH resazurin-diaphorase fluorescence; hit rate 0.78% among 350,000;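 active = inhibition reaching at least a set limit at 20 µM in the primary screen, cut at about 59% in these data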;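 also: 0% = DMSO wells with substrate and 100% = DMSO wells lacking glucose-6-phosphate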
Active calls of the source: *; i = inactive; / = no result given.

SMILES	MPTP inh	hIAP act	SENP8 block	SENP1 FRET inh	SENP6 inh	ATG4B inhibitor	NR3A LBD binder	PfG6PD inh
CCCn1c(SCC(=O)N(C)C2CCCCC2)n[nH]c1=O	-1.8	/	5	1	/	/	/	-3
Cc1cc(Cl)c(S(=O)(=O)NC2CCCCC2)cc1OCC(=O)Nc1nncs1	4.5	1.1	32	2	-2	-1	-4	-27
c1ccc(N/N=C2\CCCc3ccccc32)nc1	0.6	0.94	15	1	-9	8	0	18
O=C(CN1CCN(Cc2ccc(F)cc2)CC1)NCc1ccccc1	1.0	1.5	11	0	2	3	0	-9
O=c1c2ccccc2nc(N/N=C/c2ccc(O)cc2)n1O	-8.7	1	-22	-18	23	-9	-3	6
COc1ccc(/C(O)=C2\C(=O)C(=O)N(c3cc(C)on3)C2c2cccc(OC)c2OC)cc1C (configuration not stated)	1.2	0.94	-184	-1	-1	-11	2	-20
Cc1csc(NC(C)c2nc3cc(Cl)c(Cl)cc3n2CCCO)n1 (configuration not stated)	0.1	0.91	7	-1	-13	-10	-3	15
O=C(NCc1ccco1)C(=O)NCC1OCCN1S(=O)(=O)c1ccc(Br)cc1 (configuration not stated)	1.0	1.1	-1	0	7	-4	-1	-2
CC1CCc2cc(F)cc3c(O)c(C(=O)NCC4CCCO4)c(=O)n1c23 (configuration not stated)	-9.4	1	-335	2	-11	0	6	-11
C[C@@H]1CN([C@H](C)CO)C(=O)CCCn2cc(nn2)CO[C@H]1CN(C)C(=O)Nc1ccc(F)cc1	-1.0	/	2	2	/	/	/	11
O=C1/C(=C/c2ccc([N+](=O)[O-])cc2)Oc2cc(O)ccc21	14	0.76	25	62*	70*	-4	4	28
COc1ccc(OC)c(C(=O)N(C[C@H]2CC[C@@H]([C@@H]3CC[C@H](CO)O3)O2)C(C(=O)NC(C)(C)C)c2ccc(-c3ccccc3)cc2)c1 (some centres not stated)	2.6	/	13	0	/	-11	1	6
CCn1cc(C(=O)N2CCN(Cc3ccc4c(c3)OCO4)CC2)c2cc(OC)c(OC)cc2c1=O	1.9	0.91	6	-1	1	-2	-2	7
Cn1cc(S(=O)(=O)NCc2ccc(F)cc2)c(=O)n(C)c1=O	-1.5	1.1	3	2	2	-3	-3	14
CC1CCCN(CC(=O)Nc2ccc(S(=O)(=O)N3CCCCC3)cc2)C1 (configuration not stated)	-0.7	1	10	1	-1	-18	-1	-17
COc1ccc(CCN2C(=O)NC(NC(=O)CC(C)C)(C(F)(F)F)C2=O)cc1OC (configuration not stated)	1.9	0.99	0	-1	10	-7	-2	3
CCn1c(C)cc2c(c1=O)C(c1ccccc1Br)C(C#N)=C(N)O2 (configuration not stated)	-2.0	1.1	-348	-35	1	1	0	-2
Cc1nn(C)c(C)c1S(=O)(=O)N1CCC(CO)(CC2CCCCO2)CC1 (configuration not stated)	-0.4	1.1	6	-2	4	-12	1	-1
O=C1CC(N2CCC(c3nc4ccccc4o3)CC2)C(=O)N1c1ccc(F)cc1 (configuration not stated)	-0.5	1.1	-6	1	-26	-9	2	12
CC(=O)Nc1sc(C)c(C)c1CN1CCN(Cc2ccccc2)CC1	-0.3	0.94	13	2	-12	0	-2	-3

As a working copy, 5 of the compounds above.
SMILES	MPTP inh	hIAP act	SENP8 block	SENP1 FRET inh	SENP6 inh	ATG4B inhibitor	NR3A LBD binder	PfG6PD inh
COc1ccc(CCN2C(=O)NC(NC(=O)CC(C)C)(C(F)(F)F)C2=O)cc1OC (configuration not stated)	1.9	0.99	0	-1	10	-7	-2	3
CCn1c(C)cc2c(c1=O)C(c1ccccc1Br)C(C#N)=C(N)O2 (configuration not stated)	-2.0	1.1	-348	-35	1	1	0	-2
Cc1nn(C)c(C)c1S(=O)(=O)N1CCC(CO)(CC2CCCCO2)CC1 (configuration not stated)	-0.4	1.1	6	-2	4	-12	1	-1
O=C1CC(N2CCC(c3nc4ccccc4o3)CC2)C(=O)N1c1ccc(F)cc1 (configuration not stated)	-0.5	1.1	-6	1	-26	-9	2	12
CC(=O)Nc1sc(C)c(C)c1CN1CCN(Cc2ccccc2)CC1	-0.3	0.94	13	2	-12	0	-2	-3

Next section
SMILES	MPTP inh	hIAP act	SENP8 block	SENP1 FRET inh	SENP6 inh	ATG4B inhibitor	NR3A LBD binder	PfG6PD inh
Cc1ccc(N(CCO)C(=S)Nc2ccccc2)cc1	2.7	0.9	14	0	20	-2	3	16
CCOC(=O)c1cnc2cc(Cl)c(OC)cc2c1NCC1CCCO1 (configuration not stated)	1.9	0.93	i	-10	-1	-13	1	19
CCC(C)N1C(=O)CCC1C(=O)N1CCN(c2ccccc2F)CC1 (configuration not stated)	-0.5	1	11	6	-6	3	0	5
CNC(=S)N1CCc2sccc2C1C (configuration not stated)	2.0	1	8	2	-22	5	1	21
CC(=O)c1c(C)[nH]c(C(=O)NCc2ccccn2)c1C	-3.3	1.2	9	1	-6	-12	0	4
Cc1nn(-c2cc(N3CCOCC3)ccc2[N+](=O)[O-])c(=O)c2ccccc12	0.1	0.86	26	2	-2	-2	-4	-12
CCn1c(SCC(=O)Nc2ccccc2)nc2c(c1=O)SCC2	0.1	/	-2	1	/	/	/	1
Cc1ccccc1Cn1cnc2c([N+](=O)[O-])c(C)c(C)cc21	9.0	1.3	18	2	-4	29	-1	-4
CCN(CC)c1ccc(NC(=O)CCS(=O)(=O)c2cccc3nsnc23)c(C)c1	-0.4	0.83	27	-1	20	1	2	26
O=C1CCCN1CCCNC(=S)Nc1ccc(Br)cc1Cl	-0.7	1	13	-1	8	-3	-5	-18
Cc1cc(C(F)(F)F)nn1CC(=O)N1CCCC1	-0.7	1.1	29	3	1	4	-1	-10
O=C(NCCc1csc(-c2cccnc2)n1)c1c(F)cccc1F	2.2	1	10	-2	-18	-2	0	8
COc1ccc(/C(C)=N/N2C(=O)c3ccccc3NC2c2ccc(O)c(OC)c2)cc1 (configuration not stated)	-1.6	1.2	-460	-5	8	5	-3	9
O=C(NC(=S)Nn1cnnc1)c1ccccc1	-1.1	0.97	18	3	-3	-4	2	15
O=C(Nc1ccc(S(=O)(=O)NCc2ccccc2)cc1)c1ccccc1[N+](=O)[O-]	1.7	0.89	14	2	4	-7	-5	6
O=C(CN1CCN(Cc2ccc3c(c2)OCO3)CC1)Nc1ccc2c(c1)OCO2	-0.3	0.95	17	-1	5	6	0	-3
N/C(=N\OC(=O)c1ccco1)c1cccc([N+](=O)[O-])c1	-0.1	1	12	3	26	0	3	18
C=CCN1C(=O)/C(=C\c2cccs2)C(C(=O)OC)=C1C	2.0	1.1	20	4	-10	-7	1	-6
CC(=O)OCC(=O)Nc1ccc(SC(F)F)cc1	0.9	0.88	8	-1	5	4	-1	-5
Cc1cc(C)c(S(=O)(=O)Nc2ccc(N(C)C)cc2)c(C)c1-n1cnnn1	-0.5	0.81	6	-1	2	-7	1	43

An excerpt from above, reduced to ATG4B inhibitor and SENP8 block.
structure | ATG4B inhibitor | SENP8 block
O=C(NC(=S)Nn1cnnc1)c1ccccc1 | -4 | 18
CC(=O)OCC(=O)Nc1ccc(SC(F)F)cc1 | 4 | 8

(listing goes on)
SMILES	MPTP inh	hIAP act	SENP8 block	SENP1 FRET inh	SENP6 inh	ATG4B inhibitor	NR3A LBD binder	PfG6PD inh
CCOC(=O)N1CCN(C(=O)COc2ccc3oc4c(c3c2)CCCC4)CC1	0.4	0.9	-2	-2	2	-21	2	7
COc1ccc(CNC(=O)c2cc3c(s2)CN(Cc2ccccc2)C3)cc1	-3.4	1.2	-114	-2	-11	-18	3	2
CC(=O)Nc1ccc(-c2cc(-c3ccc(NC(C)=O)cc3)nc(-c3ccc(NC(C)=O)cc3)n2)cc1	10	0.99	-404	-66	-18	23	5	1
Cc1ccc(CNCc2ccc3c(c2)OCO3)c(C)c1	0.6	1.1	7	0	-5	6	2	-8
O=C(N[C@@H](Cc1ccc(O)cc1)C(=O)O)c1cccnc1	0.2	0.97	7	0	-10	-14	-2	-2
COc1cccc(CN2CC(C(=O)NCCC3=CCCCC3)CCC2=O)c1 (configuration not stated)	-1.4	1.3	-2	0	-11	1	0	-4
COC(=O)C(CCSC)NC(=O)CNS(=O)(=O)c1ccc(Br)cc1 (configuration not stated)	-1.0	1.1	8	-1	-14	-12	2	-3
Cc1ccc(C)c(NS(=O)(=O)c2cc(C(=O)NCc3ccncc3)ccc2C)c1	-0.1	0.98	10	3	3	5	1	-1

Sorted by length of the SMILES (low to high): 3 of the compounds above
SMILES	MPTP inh	hIAP act	SENP8 block	SENP1 FRET inh	SENP6 inh	ATG4B inhibitor	NR3A LBD binder	PfG6PD inh
COC(=O)C(CCSC)NC(=O)CNS(=O)(=O)c1ccc(Br)cc1 (configuration not stated)	-1.0	1.1	8	-1	-14	-12	2	-3
Cc1ccc(C)c(NS(=O)(=O)c2cc(C(=O)NCc3ccncc3)ccc2C)c1	-0.1	0.98	10	3	3	5	1	-1
CC(=O)Nc1ccc(-c2cc(-c3ccc(NC(C)=O)cc3)nc(-c3ccc(NC(C)=O)cc3)n2)cc1	10	0.99	-404	-66	-18	23	5	1

Record cards (already shown). Values in the order: MPTP inh | hIAP act | SENP8 block | SENP1 FRET inh | SENP6 inh | ATG4B inhibitor | NR3A LBD binder | PfG6PD inh
CCOC(=O)c1cnc2cc(Cl)c(OC)cc2c1NCC1CCCO1 (configuration not stated) across the screens: 1.9 | 0.93 | i | -10 | -1 | -13 | 1 | 19
Cc1cc(C)c(S(=O)(=O)Nc2ccc(N(C)C)cc2)c(C)c1-n1cnnn1 across the screens: -0.5 | 0.81 | 6 | -1 | 2 | -7 | 1 | 43
Cc1ccc(N(CCO)C(=S)Nc2ccccc2)cc1 across the screens: 2.7 | 0.9 | 14 | 0 | 20 | -2 | 3 | 16
O=C(N[C@@H](Cc1ccc(O)cc1)C(=O)O)c1cccnc1 across the screens: 0.2 | 0.97 | 7 | 0 | -10 | -14 | -2 | -2

Assay outcomes: PubChem, Sanford-Burnham Center for Chemical Genomics
